Source: PubChem BioAssay
Growth percent in the NCI-60 one-dose screen (48 h, 10 µM unless noted): 100 = growth as untreated, 0 = no growth, -100 = all killed.
K-562 – K-562 leukemia. 78,000 compounds, 7.4% hits. AID 1794777
SR – SR leukemia cells; 73,000 compounds, 8.7% hits
HS 578T – HS 578T breast cancer. AID 1794788. 78,000 compounds, 4.1% hits
MDA-MB-231 – MDA-MB-231 breast cancer; 81,000 compounds, 5% hits
BT-549 – BT-549 breast cancer; 78,000 compounds, 4.4% hits; AID 1794793
MDA-MB-468 – MDA-MB-468 breast cancer. AID 2202374. 78,000 compounds, 8.5% hits
T-47D – T-47D breast cancer; 79,000 compounds, 5% hits
MCF7 – MCF7 breast cancer. AID 1794796. 82,000 compounds, 6.3% hits
An asterisk follows results filed as active; [ ] = another dose, or the depositor's remark. How the source made its calls: active means growth percent below 10; inactive means the rest.

`C[C@H](CSC(=O)c1ccccc1)C(=O)N1c2ccccc2C[C@H]1C(=O)O` gave K-562 104, SR 85, HS 578T 103, MDA-MB-231 101, BT-549 110, T-47D 88 and MCF7 91.
For CCOC(=O)C(CC(=O)c1ccccc1)(NC(C)=O)C(=O)OCC the results were K-562 97, SR 106, HS 578T 98, MDA-MB-231 116, BT-549 100, MDA-MB-468 104 and MCF7 97.
For Cc1ccc2nc(NC(=O)CSC3=NC(c4ccccc4)=C(C#N)C4=NCC(=O)N34)sc2c1 the results were K-562 102, HS 578T 96, MDA-MB-231 111, BT-549 103, MDA-MB-468 100, T-47D 88 and MCF7 95.
For N#Cc1c(-c2ccccc2)[nH]c(=S)[nH]c1=O the results were K-562 102, SR 115, HS 578T 117, MDA-MB-231 102, BT-549 102, MDA-MB-468 98, T-47D 103 and MCF7 99.
CC1(C)NC(=O)N(Br)C1=O was read as K-562 110, SR 105, HS 578T 115, MDA-MB-231 109, BT-549 114, T-47D 99 and MCF7 95.
`Nc1nc2c(c(-c3nc(N)nc4c3CCC4)n1)CCC2` gave K-562 103, HS 578T 90, BT-549 98, MDA-MB-468 104 and MCF7 101.
For CCOC(=O)c1ccc2c(c1)[n+](=O)c(C(=O)C1CCCS1)c(C(F)(F)F)n2[O-] (configuration not stated) the results were K-562 -53*, SR -43*, HS 578T -11*, MDA-MB-231 -77*, BT-549 -93*, MDA-MB-468 -81*, T-47D -70* and MCF7 -68*.
`C/C(=N/O)c1ccc(N2C(=O)c3cc(Cl)c(Cl)cc3C2=O)cc1` gave K-562 104, SR 104, HS 578T 104, MDA-MB-231 97, BT-549 102, MDA-MB-468 10, T-47D 99 and MCF7 94.
For CCCCc1c(C)[nH]c2c(OC)cccc2c1=O the results were K-562 43, SR 62, HS 578T 101, MDA-MB-231 59, BT-549 104, MDA-MB-468 61, T-47D 52 and MCF7 66.
Screening O=C(Cn1c(=O)[nH]c2ccccc2c1=O)NCC(=O)NN=C1CCCCC1 returned K-562 121, SR 88, BT-549 93, MDA-MB-468 96, T-47D 96 and MCF7 98.
For CCS(=O)(=O)CCCl the results were K-562 93, HS 578T 96, BT-549 96, MDA-MB-468 101 and MCF7 77.
For COc1ccc(-n2c(SCCc3c[nH]c4ccccc34)nnc2-c2ccncc2)cc1 the results were K-562 83, SR 91, HS 578T 83, MDA-MB-231 82, BT-549 95, MDA-MB-468 97, T-47D 95 and MCF7 82.
Screening C=C1C(=O)O[C@H]2[C@H]1CC/C(COC(=O)CCSSCCC(=O)OC/C1=C/CC[C@@]3(C)O[C@H]3[C@H]3OC(=O)C(=C)[C@@H]3CC1)=C\CC[C@@]1(C)O[C@@H]21 returned K-562 -1.6*, SR -14*, HS 578T 7.6*, MDA-MB-231 -84*, BT-549 -79*, MDA-MB-468 -54*, T-47D -8.5* and MCF7 -49*.
Screening CC1(C)CC(=O)C2=C(C1)N(Cc1ccc(C(=O)O)cc1)C1=C(C(=O)CC(C)(C)C1)C2c1ccccc1 returned K-562 105, SR 104, HS 578T 103, MDA-MB-231 111, BT-549 108, MDA-MB-468 106, T-47D 97 and MCF7 92.
CCOC(=O)C1CCCCC1=O (configuration not stated) was read as K-562 82, HS 578T 99, MDA-MB-231 100, BT-549 92, MDA-MB-468 92, T-47D 90 and MCF7 91.

Quoted from above (2 entries):
For CCS(=O)(=O)CCCl the results were K-562 93, HS 578T 96, BT-549 96, MDA-MB-468 101 and MCF7 77.
For COc1ccc(-n2c(SCCc3c[nH]c4ccccc34)nnc2-c2ccncc2)cc1 the results were K-562 83, SR 91, HS 578T 83, MDA-MB-231 82, BT-549 95, MDA-MB-468 97, T-47D 95 and MCF7 82.

Ordered by length of the SMILES (largest number first): some entries from above.
Screening C=C1C(=O)O[C@H]2[C@H]1CC/C(COC(=O)CCSSCCC(=O)OC/C1=C/CC[C@@]3(C)O[C@H]3[C@H]3OC(=O)C(=C)[C@@H]3CC1)=C\CC[C@@]1(C)O[C@@H]21 returned K-562 -1.6*, SR -14*, HS 578T 7.6*, MDA-MB-231 -84*, BT-549 -79*, MDA-MB-468 -54*, T-47D -8.5* and MCF7 -49*.
Screening CC1(C)CC(=O)C2=C(C1)N(Cc1ccc(C(=O)O)cc1)C1=C(C(=O)CC(C)(C)C1)C2c1ccccc1 returned K-562 105, SR 104, HS 578T 103, MDA-MB-231 111, BT-549 108, MDA-MB-468 106, T-47D 97 and MCF7 92.
For Cc1ccc2nc(NC(=O)CSC3=NC(c4ccccc4)=C(C#N)C4=NCC(=O)N34)sc2c1 the results were K-562 102, HS 578T 96, MDA-MB-231 111, BT-549 103, MDA-MB-468 100, T-47D 88 and MCF7 95.
`C[C@H](CSC(=O)c1ccccc1)C(=O)N1c2ccccc2C[C@H]1C(=O)O` gave K-562 104, SR 85, HS 578T 103, MDA-MB-231 101, BT-549 110, T-47D 88 and MCF7 91.
For COc1ccc(-n2c(SCCc3c[nH]c4ccccc34)nnc2-c2ccncc2)cc1 the results were K-562 83, SR 91, HS 578T 83, MDA-MB-231 82, BT-549 95, MDA-MB-468 97, T-47D 95 and MCF7 82.
Screening O=C(Cn1c(=O)[nH]c2ccccc2c1=O)NCC(=O)NN=C1CCCCC1 returned K-562 121, SR 88, BT-549 93, MDA-MB-468 96, T-47D 96 and MCF7 98.
`C/C(=N/O)c1ccc(N2C(=O)c3cc(Cl)c(Cl)cc3C2=O)cc1` gave K-562 104, SR 104, HS 578T 104, MDA-MB-231 97, BT-549 102, MDA-MB-468 10, T-47D 99 and MCF7 94.
`Nc1nc2c(c(-c3nc(N)nc4c3CCC4)n1)CCC2` gave K-562 103, HS 578T 90, BT-549 98, MDA-MB-468 104 and MCF7 101.
For N#Cc1c(-c2ccccc2)[nH]c(=S)[nH]c1=O the results were K-562 102, SR 115, HS 578T 117, MDA-MB-231 102, BT-549 102, MDA-MB-468 98, T-47D 103 and MCF7 99.
For CCCCc1c(C)[nH]c2c(OC)cccc2c1=O the results were K-562 43, SR 62, HS 578T 101, MDA-MB-231 59, BT-549 104, MDA-MB-468 61, T-47D 52 and MCF7 66.
CCOC(=O)C1CCCCC1=O (configuration not stated) was read as K-562 82, HS 578T 99, MDA-MB-231 100, BT-549 92, MDA-MB-468 92, T-47D 90 and MCF7 91.

Continued.
`N#Cc1c(Nc2ccccc2)nn2cc(-c3nc4ccccc4s3)c(N)nc12` gave K-562 75, SR 74, HS 578T 64, MDA-MB-231 72, BT-549 67, MDA-MB-468 74, T-47D 69 and MCF7 63.
For Cc1nc(C)c(CSC2N=C(c3ccc(F)cc3)c3cnn(-c4ccccc4)c3N2)nc1C (configuration not stated) the results were K-562 83, HS 578T 93, MDA-MB-231 91, BT-549 107, MDA-MB-468 101, T-47D 90 and MCF7 91.
For CC(C)=CC/C=C(/C)[C@H]1CC[C@]2(C)[C@@H]1CC[C@@H]1[C@@]3(C)CCCNC(C)(C)[C@@H]3CC[C@]12C the results were K-562 -19*[100 µM], SR 15[100 µM], HS 578T -50*[100 µM], MDA-MB-231 -75*[100 µM], BT-549 -55*[100 µM], MDA-MB-468 -50*[100 µM], T-47D -51*[100 µM] and MCF7 -55*[100 µM].
COc1ccc(C(Cc2ccccc2)[N+]2(C)CCCCC2)cc1 (configuration not stated) was read as K-562 92, SR 94, HS 578T 117, MDA-MB-231 114, BT-549 89, MDA-MB-468 102, T-47D 95 and MCF7 101.
CCCN(CCC)C(=O)C(c1ccccc1)C1(O)CCCCC1 (configuration not stated) was read as K-562 95, SR 83, HS 578T 97, MDA-MB-231 98, BT-549 106, MDA-MB-468 108, T-47D 91 and MCF7 98.
O=C(CSc1nnc(-c2c[nH]c3ccccc23)n1-c1ccccc1)Nc1ccc(C(=O)/C=C/c2cccc([N+](=O)[O-])c2)cc1 was read as K-562 86, SR 75, HS 578T 74, MDA-MB-231 92, BT-549 93, MDA-MB-468 75, T-47D 58 and MCF7 -6.6*.
For Cc1c(Cl)ccc([N+](=O)[O-])c1Cl the results were K-562 117, SR 101, HS 578T 90, MDA-MB-231 121, BT-549 99, MDA-MB-468 108, T-47D 97 and MCF7 103.
Screening COc1cccc(CCNc2ncnc3c2ncn3Cc2nnc3c4ccccc4c(Cl)nn23)c1 returned K-562 61, SR 34, HS 578T 41, MDA-MB-231 46, BT-549 48, MDA-MB-468 57, T-47D 49 and MCF7 63.
Screening Nc1cc[n+](CC(=O)N2CCN(c3cc4c(cc3F)c(=O)c(C(=O)O)cn4C3CC3)CC2)cc1 returned SR 100, HS 578T 98, MDA-MB-231 111, BT-549 99, MDA-MB-468 113 and MCF7 95.
`N#Cc1c(NC(=O)c2ccc([N+](=O)[O-])o2)[n+]([O-])c2cc(F)c(F)cc2[n+]1[O-]` gave K-562 92, SR 77, HS 578T 158, MDA-MB-231 114, BT-549 203, T-47D 118 and MCF7 96.
CC1(C)CC(=O)C2=C(C1)N(c1ccc(F)cc1F)C(N)=C(C#N)C2c1cc(Br)ccc1F (configuration not stated) was read as K-562 88, SR 31, HS 578T 105, MDA-MB-231 96, BT-549 106, MDA-MB-468 93, T-47D 110 and MCF7 95.
`CCC(C(=O)O)C(=O)O` gave K-562 92, HS 578T 105, MDA-MB-231 108, BT-549 105, MDA-MB-468 95, T-47D 96 and MCF7 92.
Cc1cc(Br)cc(C)c1NC(=S)NN was read as K-562 96, SR 100, HS 578T 92, MDA-MB-231 91, BT-549 121, MDA-MB-468 87, T-47D 108 and MCF7 94.
For CC(C)(C)c1cc(-n2c(-c3cc4ccccc4[nH]c3=O)nc3cc(C(=O)Nc4ccc(Cl)cc4)ccc32)n[nH]1 the results were K-562 89, SR 92, HS 578T 76, MDA-MB-231 99, BT-549 90, MDA-MB-468 88, T-47D 78 and MCF7 67.
For COc1cc(-c2nc3ccc(C(=O)O)cc3[nH]2)ccc1OCC(=O)NNC(=O)NCc1ccccc1 the results were K-562 100, HS 578T 103, MDA-MB-231 101, BT-549 104, MDA-MB-468 95, T-47D 104 and MCF7 95.
Screening COc1ccc(Cn2cc(C(=O)N=Nc3c(O)[nH]c4ccc(C)cc34)nn2)cc1 returned K-562 88, SR 86, HS 578T 106, MDA-MB-231 110, BT-549 112, MDA-MB-468 99, T-47D 104 and MCF7 89.
Screening Cc1ccccc1C#N returned SR 101, HS 578T 103, MDA-MB-231 95, BT-549 101, MDA-MB-468 111 and MCF7 93.
Nc1nc(Cl)nc2c1ncn2C1O[C@H](CO)[C@@H](O)[C@@H]1F (some centres not stated) was read as SR 7.7*, HS 578T 83, MDA-MB-231 70, BT-549 20, MDA-MB-468 5.2*, T-47D 49 and MCF7 31.
For O=S(=O)(Oc1ccc(-c2cn3ccoc3n2)cc1)c1cc(C(F)(F)F)cc(C(F)(F)F)c1 the results were K-562 88, SR 91, HS 578T 107, MDA-MB-231 102, BT-549 112, MDA-MB-468 89, T-47D 94 and MCF7 92.
`COc1ccc(NCc2ccc(C)cc2)cc1` gave K-562 73, SR 83, HS 578T 94, MDA-MB-231 108, BT-549 71, MDA-MB-468 86, T-47D 83 and MCF7 86.
For CC1=NNC(=O)[C@@H]1C1c2ccccc2Oc2c1c(=O)n(C)c(=O)n2C (some centres not stated) the results were K-562 92, SR 90, HS 578T 100, MDA-MB-231 107, BT-549 104, MDA-MB-468 100, T-47D 89 and MCF7 95.
For CCCCCCCCCCOC(=O)N1C(=O)NC(=O)C1c1ccccc1 (configuration not stated) the results were K-562 103, SR 118, HS 578T 109, MDA-MB-231 126, BT-549 111, MDA-MB-468 108, T-47D 92 and MCF7 97.
`O=C1/C(=C/c2ccc(OCCCc3ccccc3)cc2)Oc2cc(OCCN3CCCCC3)ccc21` gave K-562 16, SR 40, MDA-MB-231 74, BT-549 76, MDA-MB-468 53, T-47D 71 and MCF7 75.
Screening CCOC(=O)C1CCN(S(=O)(=O)c2ccc(Oc3ccc(S(=O)(=O)N4CCC(C(=O)OCC)CC4)cc3)cc2)CC1 returned K-562 76, SR 97, HS 578T 105, MDA-MB-231 97, BT-549 98, MDA-MB-468 84, T-47D 92 and MCF7 85.
`O=C(Nc1ccccc1)c1ccncc1` gave K-562 98, SR 105, HS 578T 112, MDA-MB-231 94, BT-549 90, MDA-MB-468 105, T-47D 92 and MCF7 86.
Screening Cc1cn(C2CCCCC2)c(=O)[nH]c1=O returned SR 111, HS 578T 121, MDA-MB-231 103, BT-549 102, MDA-MB-468 105, T-47D 108 and MCF7 108.
`N#CC(C#N)N=Nc1ccc(Cl)cc1Cl` gave K-562 41, SR 48, HS 578T 103, MDA-MB-231 68, BT-549 95, MDA-MB-468 59, T-47D 24 and MCF7 74.
`COc1ccc(S(=O)(=O)NCCNc2nccc(-c3c(-c4cccc(F)c4)nc4sccn34)n2)cc1` gave K-562 23, HS 578T 31, MDA-MB-231 61, BT-549 47, MDA-MB-468 23, T-47D 25 and MCF7 17.
